Screening data deposited in PubChem BioAssay by National Center for Advancing Translational Sciences (NCATS).
TRb-SRC2 inh: inhibitors of human thyroid hormone receptor beta-SRC2 interaction; 0.065% of 280,000 active; Potency, µM (top dose mostly 106 µM), inactives show at the highest dose activity change, negative = inhibition, actives largely listed as inhibitors; TRbeta-SRC2 peptide binding, fluorescence polarization; receptor liganded with 1 µM T3;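 also: plate controls were bound peptide for no effect and peptide without receptor for full effect; nearly all actives have a fitted effect of over 50% in size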
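Fluorescence polarization of 20 nM Texas Red SRC2 peptide with 0.6 uM human TRb ligand-binding domain, in Tris buffer with 1uM T3 and 5% DMSO. Incubated 5 hr ambient; normalized to unbound and bound controls.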
GAA glycogen: alters human alpha-glucosidase cleavage of glycogen. 0.38% of 300,000 active. P10253. Potency, µM (top dose mostly 76.4 µM), for the others: at the highest dose activity change, negative = inhibition, actives largely listed as inhibitors. recombinant GAA, glycogen substrate, Amplex Red glucose oxidase fluorescence;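 also: 0% = full enzyme reaction and -100% = no-enzyme basal signal; the screen sought inhibitors and activators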
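qHTS, 1536-well; enzyme 4 nM final; cpd up to 77 uM; substrate bovine liver glycogen 30 ug; 50 mM citrate/phosphate pH 5.0, 0.01% Tween-20; 37 C, 40 min; Amplex Red detection 45 min RT; Hill fit → AC50.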
L3MBTL1 inh: inhibitors of human L3MBTL1. 0.66% of 230,000 active. Potency, µM (series often up to 57.1 µM), inactives show at the top dose activity, negative = inhibition, hits mostly inhibitors. AlphaScreen L3MBTL1–H3K9me1 peptide binding. Q9Y468; also: nearly all actives have a fitted effect of over 60% in size
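AlphaScreen proximity signal between nickel-chelate acceptor and streptavidin donor beads (final 10 ug/mL) reports binding of 50 nM L3MBTL1 to 75 nM biotin-H3 K9me1 peptide; complex incubated with compounds 30 min at room temperature; cefsulodin titration as control.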
aGlu spleen mod: lysosomal alpha-glucosidase (human) modulation; human spleen homogenate, 4-MU-alpha-glucoside fluorescence; 0.006% of 240,000 active; Potency, µM (doses to about 79.9 µM), without a hit: at the top dose activity change, negative = inhibition, most hits filed as inhibitors; P10253;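 also: 0% = enzyme with vehicle and -100% = no enzyme basal signal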
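AC50 values come from Hill-equation fits of concentration-response data, normalized to no-enzyme and full-activity controls. Enzyme source: 1 ug human spleen homogenate; 1 mM fluorogenic 4-MU glucoside, pH 5.0 citrate buffer, 37 C, 40 min.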
TexasRed fluor: counter-screen for TRb-SRC2 inhibitors: fluorescence interference | TRb/SRC2 Texas Red total fluorescence interference | 0.29% of 280,000 active | Potency, µM (top dose mostly 106 µM), inactives show top-dose fluorescence change, negative = quenching | AID 1479; active = well fitted curve in either direction with a large enough effect; inconclusive = small, poorly fitted or top-dose-only effect
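Flags fluorescent or light-absorbing compounds by total fluorescence, S + 2P, at 555 nm excitation and 632 nm emission. Mixture: 20 nM Texas Red SRC2 peptide, 0.6 uM human TRb LBD, 1 uM T3, 5% DMSO; compound exposure 5 h at ambient temperature.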
GoLoco inh red: RGS12 GoLoco-Gai1 interaction inhibition | Gai1:RGS12 GoLoco peptide FP, rhodamine, 10 min | 0.44% of 230,000 active | P63096 | Potency, µM (doses to about 61.6 µM), for inactives: top-dose activity, negative = inhibition, hits mostly inhibitors; active = well fitted inhibition curve with a large enough effect, not every such curve was filed as active; inactive = no such curve, though single readings can be large or run the other way; also: nearly all actives have a fitted effect of over 30% in size; many of its hits are not listed in these tables
Target sequence (P63096 whole entry, looked up): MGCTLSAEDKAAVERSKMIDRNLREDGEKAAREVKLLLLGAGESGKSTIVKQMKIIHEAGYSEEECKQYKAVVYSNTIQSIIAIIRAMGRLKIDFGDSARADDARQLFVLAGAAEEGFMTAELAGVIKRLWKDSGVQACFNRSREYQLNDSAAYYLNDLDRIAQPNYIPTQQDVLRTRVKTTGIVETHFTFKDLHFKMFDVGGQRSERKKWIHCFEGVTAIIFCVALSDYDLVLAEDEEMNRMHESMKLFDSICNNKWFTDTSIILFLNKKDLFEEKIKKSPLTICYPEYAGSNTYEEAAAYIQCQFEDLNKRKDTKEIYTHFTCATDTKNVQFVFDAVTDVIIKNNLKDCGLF
RECQ1 helicase: RECQ1 (human) helicase inhibition. Potency, µM (titrated, usually from 57.3 µM), for inactives: at the highest dose activity, negative = inhibition, hits mostly inhibitors. P46063. RECQ1 DNA unwinding, red fluorescence kinetic read. AID 2549. 0.54% of 240,000 active;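 also: plate controls were vehicle for no effect and no enzyme for full effect; nearly all actives have a fitted effect of over 30% in size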
Target sequence (P46063 whole entry, looked up): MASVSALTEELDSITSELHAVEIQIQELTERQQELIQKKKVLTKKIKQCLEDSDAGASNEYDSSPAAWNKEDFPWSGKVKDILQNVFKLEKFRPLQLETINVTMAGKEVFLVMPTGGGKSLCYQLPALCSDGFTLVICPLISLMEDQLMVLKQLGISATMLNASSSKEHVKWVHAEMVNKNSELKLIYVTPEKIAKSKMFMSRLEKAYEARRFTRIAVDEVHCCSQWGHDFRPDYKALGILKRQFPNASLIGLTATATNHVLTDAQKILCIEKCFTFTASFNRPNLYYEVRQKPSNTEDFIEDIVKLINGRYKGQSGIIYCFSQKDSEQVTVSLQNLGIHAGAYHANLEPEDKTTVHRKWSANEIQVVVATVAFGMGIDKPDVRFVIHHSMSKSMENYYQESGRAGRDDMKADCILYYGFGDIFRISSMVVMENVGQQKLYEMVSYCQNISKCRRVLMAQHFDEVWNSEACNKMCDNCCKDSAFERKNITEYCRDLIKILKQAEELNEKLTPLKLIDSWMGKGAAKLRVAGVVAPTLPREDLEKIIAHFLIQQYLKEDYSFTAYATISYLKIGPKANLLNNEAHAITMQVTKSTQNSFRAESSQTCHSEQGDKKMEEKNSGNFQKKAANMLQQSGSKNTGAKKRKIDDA
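50 nM RECQ1T1 preincubated 15 min with compound in Tris pH 8.0 buffer with MgCl2, DTT, Tween-20 and 2.5 ug/ml poly(dI-dC); started with 200 nM TAMRA/BHQ-2 forked duplex and 2 mM ATP. Unwinding read as fluorescence (525/598 nm), two reads 2 h apart.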
GAA inh: inhibitors of human lysosomal alpha-glucosidase; P10253; purified human GAA, 4-MU-alpha-glucoside fluorescence; Potency, µM (doses to about 76.9 µM), without a hit: top-dose activity change, negative = inhibition, hits mostly inhibitors; 0.005% of 200,000 active; AID 1466;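 also: plate controls were uninhibited enzyme wells for no effect and no-enzyme background for full effect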
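Activity normalized between no-enzyme (basal) and enzyme-only wells. Conditions: 4 nM human enzyme, 400 uM fluorogenic substrate, citrate/phosphate pH 5.0 with Tween-20, 20 min room temperature, compounds up to 77 uM.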
Numbers without * were called inactive; i = inactive; ? = inconclusive; . = not tested or not shown; & = joins results of further samples; [ ] = dose if it differs, or a comment. Unless noted, calls follow the shape of the dose curve; as a rule, active = well fitted curve in the direction sought with a large enough effect; inconclusive = small, poorly fitted or top-dose-only effect, or another doubt; inactive = no such curve, though single readings can be large; an effect the other way counts as inactive or inconclusive. Unless noted, % is scaled to controls: 0 for no effect and ±100 for the full control effect; potency is read from the fitted curve at half-maximal effect. These rows are one share of the data; rates above refer to the full screens.

The first twelve compounds, to show the layout:
SMILES	TRb-SRC2 inh	GAA glycogen	L3MBTL1 inh	aGlu spleen mod	TexasRed fluor	GoLoco inh red	RECQ1 helicase	GAA inh
O=C(NCc1ccccc1)C1CCCN(S(=O)(=O)c2cccc3nonc23)C1 (stereo not drawn)	0%	-3%	4%	4%	2%	40%[activator]	i	-3%
Cc1ccc(-c2cc(C(=O)Nc3ccc(S(=O)(=O)Nc4cc(C)on4)cc3)c3ccccc3n2)c(C)c1	5%	-12%	-6%	-9%	-7%	6%	-4%	-10%
COC(=O)c1ccc(CSc2nnc(NC(=O)C3CC(=O)N(c4ccc5c(c4)OCCO5)C3)s2)cc1 (stereo not drawn)	1%	-3%	?	4%	2%	-18%	-11%	2%
NNC(=O)c1sc2cc(C(F)(F)F)cnc2c1-c1cccnc1	4%	?	-2%	5%	-1%	-2%	-16%	.
C=C(C)CSc1nc2c(cc1C#N)CCC2	-1%	-18%	22%	-1%	-3%	-4%	-3%	6%
Cc1ncc(CO)c(/C=N/NC(=O)c2cc(O)c(O)c(O)c2)c1O	9%	?	1.6µM*	-2%	?	11%	14µM*	-6%
Cc1cc2nc(-c3cccnc3SCC(=O)NC(C)C)[nH]c2cc1C	-5%	0%	6%	6%	-2%	5%	-8%	0%
CCOC(=O)c1[nH]c2c(c1C)C(=O)CC(c1ccc(OCC)c(OC)c1)C2 (stereo not drawn)	-6%	0%	.	-2%	2%	5%	-7%	-5%
COc1cccc(CC2(CO)CCCN(Cc3cn[nH]c3-c3cc(C)ccc3C)C2)c1 (stereo not drawn)	6%	-6%	-1%	9%	-7%	1%	i	-3%
COc1ccc(-c2onc(C)c2-c2ccc(C(=O)OC(C)C)o2)c(O)c1	2%	-16%	.	-1%	-5%	25%	-22%	-14%[15.4 µM]
N[C@@H](CSS(=O)(=O)O)C(=O)O	-14%&-6%&-17%	.	.	0%&7%&7%	-1%&-2%&0%	3%&-3%&-12%	-6%	.
NCCCCCNC(=O)/C=N\O	-2%	9%	8%	1%	-3%	0%	i	0%

All compounds of this part, from the start:
SMILES	TRb-SRC2 inh	GAA glycogen	L3MBTL1 inh	aGlu spleen mod	TexasRed fluor	GoLoco inh red	RECQ1 helicase	GAA inh
O=C(NCc1ccccc1)C1CCCN(S(=O)(=O)c2cccc3nonc23)C1 (stereo not drawn)	0%	-3%	4%	4%	2%	40%[activator]	i	-3%
Cc1ccc(-c2cc(C(=O)Nc3ccc(S(=O)(=O)Nc4cc(C)on4)cc3)c3ccccc3n2)c(C)c1	5%	-12%	-6%	-9%	-7%	6%	-4%	-10%
COC(=O)c1ccc(CSc2nnc(NC(=O)C3CC(=O)N(c4ccc5c(c4)OCCO5)C3)s2)cc1 (stereo not drawn)	1%	-3%	?	4%	2%	-18%	-11%	2%
NNC(=O)c1sc2cc(C(F)(F)F)cnc2c1-c1cccnc1	4%	?	-2%	5%	-1%	-2%	-16%	.
C=C(C)CSc1nc2c(cc1C#N)CCC2	-1%	-18%	22%	-1%	-3%	-4%	-3%	6%
Cc1ncc(CO)c(/C=N/NC(=O)c2cc(O)c(O)c(O)c2)c1O	9%	?	1.6µM*	-2%	?	11%	14µM*	-6%
Cc1cc2nc(-c3cccnc3SCC(=O)NC(C)C)[nH]c2cc1C	-5%	0%	6%	6%	-2%	5%	-8%	0%
CCOC(=O)c1[nH]c2c(c1C)C(=O)CC(c1ccc(OCC)c(OC)c1)C2 (stereo not drawn)	-6%	0%	.	-2%	2%	5%	-7%	-5%
COc1cccc(CC2(CO)CCCN(Cc3cn[nH]c3-c3cc(C)ccc3C)C2)c1 (stereo not drawn)	6%	-6%	-1%	9%	-7%	1%	i	-3%
COc1ccc(-c2onc(C)c2-c2ccc(C(=O)OC(C)C)o2)c(O)c1	2%	-16%	.	-1%	-5%	25%	-22%	-14%[15.4 µM]
N[C@@H](CSS(=O)(=O)O)C(=O)O	-14%&-6%&-17%	.	.	0%&7%&7%	-1%&-2%&0%	3%&-3%&-12%	-6%	.
NCCCCCNC(=O)/C=N\O	-2%	9%	8%	1%	-3%	0%	i	0%
Cc1ccc(OCC(=O)Nc2ccc3c(c2)OCCO3)cc1C	-3%	-2%	.	9%	-1%	2%	-2%	-9%
C(=N\N1CCN(C2c3ccccc3-c3ccccc32)CC1)/c1ccccn1	8%	-19%	-2%	-10%	1%	6%	-5%	-14%
COc1cc(OC)cc(-n2nnnc2SCC(=O)NC2CCCC2)c1	-2%	0%	.	3%	3%	-7%	i	0%
CC(C)(C)c1ccc(-c2csc(NC(=O)CN3C(=O)NC4(CCCCC4)C3=O)n2)cc1	-16%	1%	.	-8%	-3%	29%	-14%	6%
CCCOc1ccc(Cc2nn[nH]n2)cc1	10%	2%	-5%	-2%	-1%	3%	-4%	4%
O=C(NC1=NCCS1)c1ccc(Cl)c(S(=O)(=O)N2CCCC2)c1	-3%	3%	.	4%	-4%	6%	2%	1%
CC(C)c1nc(SCC(=O)Nc2cccc(S(N)(=O)=O)c2)n[nH]1	-6%	-3%	.	-5%	-1%	6%	-3%	-3%
c1ccc2nc3c(nc2c1)CCc1nonc1-3	6%	4%	6%	-4%	0%	-9%	-1%	2%

Continued (2 carried over from the part before).
SMILES	TRb-SRC2 inh	GAA glycogen	L3MBTL1 inh	aGlu spleen mod	TexasRed fluor	GoLoco inh red	RECQ1 helicase	GAA inh
CC(C)c1nc(SCC(=O)Nc2cccc(S(N)(=O)=O)c2)n[nH]1	-6%	-3%	.	-5%	-1%	6%	-3%	-3%
c1ccc2nc3c(nc2c1)CCc1nonc1-3	6%	4%	6%	-4%	0%	-9%	-1%	2%
Cc1ccc(/C=N/NC(=O)c2ccc(C(=O)N/N=C/c3ccc(C)s3)o2)s1	3%	10%	7%	-3%	1%	23%	i	11%
CS(=O)(=O)N(CC(=O)NC1CCCC1)C1CCCCC1	-1%	12%	11%	3%	-2%	5%	-7%	5%
COc1cc(NC(=S)N2CCN(CCO)CC2)c(OC)cc1Cl	2%	-3%	6%	6%	-1%	9%	i	-4%
CS(=O)(=O)N(CC(=O)N1CCCCC1)Cc1ccc(Cl)cc1	2%	5%	6%	1%	-2%	-4%	-5%	-8%
Cc1ccsc1C(=O)OCc1csc(-c2ccccc2)n1	2%	2%	.	-4%	5%	2%	i	-5%
Cc1cccc[n+]1CC(=O)c1ccc2c(c1)OCCO2	4%	1%	9%	-2%	?	-3%	-3%	-1%
O=C(NCC1CCCO1)c1nn2cccnc2c1Cl (stereo not drawn)	-16%	9%	6%[11.4 µM]	5%	-1%	9%	-3%	-16%
COc1ccc(OC)c(Nc2nc(-c3sc(N)nc3C)cs2)c1	-1%	?	-29%	-7%	-4%	29%	-14%	?
CC(=O)Oc1ccc(C(=O)Nc2nccs2)cc1	-10%	-19%	.	4%	-1%	4%	-8%	-3%
Cc1nc(-c2cccc(NS(=O)(=O)c3cccc4ccccc34)c2)cs1	6%	-3%	.	-4%	-3%	3%	i	-1%
COc1ccc(N/C=C2/Sc3ccccc3NC2=O)cc1	-12%	20µM*	0%	2%	0%	53%[activator]	-17%	-3%
Cc1ccccc1C(=O)Nc1ccccc1-c1nnn(CC(=O)Nc2ccc3c(c2)OCCO3)n1	-23%	13%	15%	0%	1%	15%	-10%	-9%
CC(=O)OCOC(c1ccc2ccccc2c1)P(=O)(OCOC(C)=O)OCOC(C)=O (stereo not drawn)	-1%	.	.	-4%	-2%	6%	i	.
CC(=O)c1ccc(N2CCN(C(=O)CCCc3nc4ccccc4s3)CC2)cc1	2%	5%	-3%	-4%	-3%	1%	-6%	-3%
COc1ccccc1/C=C/C(=O)c1ccc(Cl)cc1	0%	3%	17%	-3%	1%	12%	?	1%
O=C(NC(=S)Nc1ccc2cn[nH]c2c1)c1ccccc1	4%	2%	6%	4%	0%	-3%	-12%	-2%
COc1ccccc1CNC(=O)COC(=O)c1ccc(S(=O)(=O)N2CCCC2)cc1	-9%	-14%	-8%	0%	-1%	-3%	2%	-1%
COc1ccc2nc(NC(=O)Cn3cnc4ccccc4c3=O)sc2c1	0%	6%	.	3%	-3%	-24%	i	.
COc1ccc(NC(=O)c2[nH]ncc2[N+](=O)[O-])cc1	3%	0%	39%[activator]	4%	-1%	-12%	1%	-3%
Cc1nn(-c2ccccc2)c(C)c1C(=O)OCC(=O)NC(=O)NC1CCCC1	-6%	-3%	-3%	3%	0%	.	-4%	-1%
COc1ccc(NC(=O)CS(=O)CC(=O)NCc2cccc(C(F)(F)F)c2)cc1 (stereo not drawn)	-1%	3%	0%	2%	0%	4%	-10%	-6%
CCCCCC(=O)NNC(=S)NC(=O)c1ccc([N+](=O)[O-])cc1	-4%	-21%	-5%	3%	-3%	-12%	-16%	-8%
Cc1ccc(C(=O)NCc2nnc(SCC(=O)NC(C)c3ccccc3)n2C)cc1 (stereo not drawn)	7%	18%	-4%	-1%	-1%	10%	i	14%
CC1CN(c2oc(-c3ccco3)nc2S(=O)(=O)c2ccccc2)CC(C)O1 (stereo not drawn)	-2%	4%	-1%	-11%	-1%	6%	i	1%
CC(C(=O)NCc1ccccc1)N1C(=O)C2CC=C(Cl)CC2C1=O (stereo not drawn)	1%	-7%	.	5%	-8%	-13%	14%	2%
CN(C)CCN1C(=O)C(O)=C(C(=O)c2ccco2)C1c1ccccc1F (stereo not drawn)	2%	2%	3%[11.4 µM]	-1%	-6%	1%	1%	-3%
CC1(C)C2CCC(C2)C1C/C=N/NC(N)=S (stereo not drawn)	-1%	-29%	-15%	-1%	1%	6%	0%	-14%[15.4 µM]
COc1ccc(C2CC(c3cccc(C)c3)n3nc(N)nc3N2)cc1 (stereo not drawn)	9%	2%	18%	0%	0%	-2%	-3%	-4%
Cc1onc(-c2ccccc2Cl)c1C(=O)N1CCc2ccccc21	-6%	-10%	-7%	0%	-2%	6%	-15%	-7%
COc1ccccc1CNC(=O)c1ccc(OC(F)F)c(OC)c1	-8%	-9%	8%	-7%	-2%	6%	5%	-6%
Cn1nnnc1SCCNCC#Cc1ccccc1	-5%	8%	4%	-3%	-1%	-7%	-14%	-1%
